# CHO parental Ca: ATP-evoked calcium signal inhibitors, parental CHO, primary screen, counter-screen for OX1R antagonist project, cell-based, fluorescence, Fluo-8 calcium dye | parental CHO-K1, ATP-induced calcium, Fluo-8 fluorescence | inhibition, % at 5.6 µM | actives 0.63% (n = 330,000) | AID 463079, 2010;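 active means inhibition above that plate's mean sample inhibition plus 3 SD, cut at about 26% in these data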;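 further: 0% = ATP-challenged DMSO wells and 100% = DMSO wells without ATP; some compounds past the cut are filed as inactive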
#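 Measured by: calcium-sensitive Fluo-8 fluorescence / Test system: CHO parental line / Controls: ATP-challenged DMSO wells low, unchallenged DMSO wells high / Measure: % inhibition / Compound: single nominal dose of 5.6 µM per compound / Replicates: single well per compound, no replicates / Reagent: ATP as calcium-mobilizing challenge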
# TAAR1 ag: human TAAR1 agonists, primary screen, Fluo-8 calcium fluorescence, CHO RD-HGA16 cells; vehicle wells 0%, saturating PEA agonist 100%; activation, % at 3 µM; actives 0.99% (n = 360,000); AID 624467, 2012;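 active means activation above the mean activation of all test compounds in the run plus 3 SD, cut at about 38% in these data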
# Target sequence (Q96RJ0 whole entry, looked up): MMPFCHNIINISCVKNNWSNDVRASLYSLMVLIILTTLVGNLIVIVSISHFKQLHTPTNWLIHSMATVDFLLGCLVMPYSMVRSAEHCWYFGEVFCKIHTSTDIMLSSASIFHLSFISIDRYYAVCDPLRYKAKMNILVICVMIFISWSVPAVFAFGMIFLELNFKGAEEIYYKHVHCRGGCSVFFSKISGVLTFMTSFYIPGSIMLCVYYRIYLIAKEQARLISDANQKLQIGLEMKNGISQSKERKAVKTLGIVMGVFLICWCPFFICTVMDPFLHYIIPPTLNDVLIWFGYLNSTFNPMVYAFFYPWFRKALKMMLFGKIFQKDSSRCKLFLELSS
#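 System: CHO-derived RD-HGA16 cells with stable Gα16 and human TAAR1 / Times: 17-24 h plating, Fluo-8 75 min 37 °C, 30 min RT / Technique: calcium-sensitive Fluo-8 signal, excitation 470-495, emission 515-575 nm / Measure: % activation relative to PEA EC100 response / Benchmarks: DMSO and PEA EC100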
# CHO-K1 Ca PAM: nonselective calcium activators in parental CHO-K1 cells, primary screen, counter-screen for M1 PAM project, cell-based, Fluo-8 calcium fluorescence, full deck, 1536-well; ATP EC20; 0% at ATP EC20, 100% at ATP max; activation, % at 3 µM; actives 0.02% (n = 360,000);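 active means activation above the run cutoff, the mean activation of all test compounds plus 3 SD, cut at about 40% in these data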;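 further: peak over basal fluorescence ratio in a 140 s read after ATP addition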
# TAAR1 antagonist: human TAAR1 antagonists, primary screen, Fluo-8 calcium fluorescence, CHO RD-HGA16 cells. actives 1.5% (n = 360,000). AID 624466, 2012. inhibition, % at 3 µM. Trace amine-associated receptor 1 (Homo sapiens), Q96RJ0. antagonist;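 active means inhibition above a per-plate cutoff, the mean inhibition of test compounds on that plate plus 3 SD, cut at about 49% in these data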;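 further: 0% = DMSO plus EC80 beta-PEA response and 100% = DMSO alone without agonist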
#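 Test system: hTAAR1-expressing CHO RD-HGA16 cells, Gα16-coupled; Probe or stimulus: EC80 β-phenethylamine stimulus; Compound dosing: single nominal final test compound concentration of 3 µM; Timing: 140 s kinetic read after compound, 140 s after agonist; Signal: Fluo-8 calcium-sensitive fluorescence; Measure: % inhibition of agonist calcium response; Controls: DMSO and EC80 PEA controls.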
# M1 antag: human M1 muscarinic receptor antagonists, primary screen, CHO-K1 cells, Fluo-8 calcium fluorescence, 1536-well | actives 1.3% (n = 360,000) | CHO-K1 hM1, ACh EC80 antagonist | inhibition, % at 3 µM | Muscarinic acetylcholine receptor M1 (Homo sapiens), P11229;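 active means percent inhibition above its own plate's cutoff, namely the mean of that plate's compound wells plus 3 SD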;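 further: peak over basal fluorescence ratio during 140 s after agonist addition; 0% = ACh EC80 plus DMSO and 100% = DMSO alone without agonist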
# CHO-K1 Ca antag: nonselective inhibitor or artifact in parental CHO-K1 cells; ATP-induced calcium, Fluo-8 fluorescence; inhibition, % at 3 µM; actives 0.6% (n = 360,000); AID 602250;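 active means inhibition above a per-plate cutoff, the plate's mean sample inhibition plus 3 SD, cut at about 24% in these data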;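 further: 0% = DMSO plus EC80 ATP and 100% = DMSO alone without ATP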
# CHO-K1 Ca ag: counter-screen for M1 agonists: effect in parental CHO-K1 cells; Fluo-8 calcium fluorescence; scaled to maximal ATP response, vehicle zero; activation, % at 3 µM; actives 0.48% (n = 360,000); in the data active means activation above about 15%;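 further: untransfected CHO-K1 host cells lacking M1 receptor as counterscreen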
# M1 ag: human M1 muscarinic receptor agonists, primary screen, Fluo-8 calcium fluorescence, CHO-K1 cells, HTS; AID 588814, 2011; actives 0.33% (n = 360,000); Muscarinic acetylcholine receptor M1 (Homo sapiens), P11229; activation, % at 3 µM; CHO-K1 hM1, agonist mode; 0% DMSO, 100% acetylcholine EC100;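 active means activation above the run's mean compound activation plus 3 SD, cut at about 16% in these data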;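 further: peak over basal fluorescence ratio within a 140 s kinetic read after compound addition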
# OXTR potentiate: human OXTR potentiators, primary screen, fluorescence, CHO-OTR cells, Fluo-8 calcium. Oxytocin receptor (Homo sapiens), P30559. Fluo-8 calcium fluorescence, potentiator mode; 0% = oxytocin EC15, 100% = EC100. activation, % at 3 µM. actives 0.061% (n = 320,000). AID 2445, 2010;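 active means activation above that plate's cutoff, the mean activation of tested compounds plus 3 SD, cut at about 6.6% in these data, passing the limit was not always enough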;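 further: 100% uses oxytocin at 75 nM as the full agonist control; some results filed as inactive read as strong as hits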
# Target sequence (P30559 whole entry, looked up): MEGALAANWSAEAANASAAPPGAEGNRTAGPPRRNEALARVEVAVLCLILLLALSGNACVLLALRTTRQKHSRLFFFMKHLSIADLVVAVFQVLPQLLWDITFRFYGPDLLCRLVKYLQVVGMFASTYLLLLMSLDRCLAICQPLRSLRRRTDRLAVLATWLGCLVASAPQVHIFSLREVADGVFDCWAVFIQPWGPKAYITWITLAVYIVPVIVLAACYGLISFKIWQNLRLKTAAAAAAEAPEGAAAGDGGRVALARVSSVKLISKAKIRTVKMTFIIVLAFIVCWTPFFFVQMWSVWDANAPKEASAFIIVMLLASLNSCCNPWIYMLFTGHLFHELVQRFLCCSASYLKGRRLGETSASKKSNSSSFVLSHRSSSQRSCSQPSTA
#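 Dosing: Single dose, 3.0 µM nominal final compound concentration | Material: Human OTR in CHO cells | Technique: Kinetic Fluo-8 calcium fluorescence | Benchmarks: EC15 oxytocin alone as 0%, 75 nM oxytocin as 100% | Probe or stimulus: Oxytocin at about EC15, sub-maximal agonist stimulus | Incubation: Compound 6 min at room temperature before oxytocin, 100 s read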
# The depositor's hits bear a star; nt = not tested or not shown.
SMILES,CHO parental Ca,TAAR1 ag,CHO-K1 Ca PAM,TAAR1 antagonist,M1 antag,CHO-K1 Ca antag,CHO-K1 Ca ag,M1 ag,OXTR potentiate
O=C(CC(=O)N/N=C\c1ccc([N+](=O)[O-])cc1)NCCc1ccccc1,-3,7,7,9,0,-13,2.7,-4,-8
CCn1nc(C(=O)OCC(=O)N2CC(=O)Nc3ccccc32)c2ccccc2c1=O,-13,0,15,-21,17,-6,0.6,-6,-21
COc1cccc(C(=O)c2c(C)c(CCC#N)n3ccccc23)c1,-19,-1,8,-8,-8,4,25*,-5,-11
COc1ccc(OC)c(-c2csc(NC(=O)C3=NN(c4ccccc4)C(=O)CC3)n2)c1,-9,9,8,25,18,-3,3.0,-5,-11
O=Cc1ccc(-c2cccc(C(=O)O)c2)o1,-8,5,4,1,-4,0,0.0,-4,-2
O=C(NNS(=O)(=O)c1cc(Cl)cc(Cl)c1)c1sccc1-n1cccc1,-25,10,-5,-4,-16,-1,0.3,-3,-15
Cc1ccccc1-n1c(=O)c(C#N)cc2c(=O)n3ccccc3nc21,-12,8,13,6,-9,-11,0.3,-6,3
CC(C)(C)C(=O)N1CCN(c2nc3ccccc3o2)CC1,3,1,-7,-30,-2,-3,0.6,-3,0
CCc1cccc(NC(=O)C2CCCN(c3ncnc4c3nc3n4CCCCC3)C2)c1 (stereo not drawn),-27,8,14,23,-4,4,1.8,-4,-22
Cc1ccc(SCCC(=O)N2CCC(C(N)=O)CC2)cc1,-5,9,17,4,-2,-11,0.1,-1,-8
CC(Sc1nncn1-c1ccccc1)C(=O)Nc1cccc([N+](=O)[O-])c1 (stereo not drawn),-8,1,14,11,-6,-3,0.1,-5,-3
O=C(N/N=C\c1cn[nH]c1-c1ccc(Cl)cc1)c1cccs1,2,1,16,-1,-2,-12,1.3,-1,-4
OC(c1ccc(F)cc1)c1ncc(-c2ccc3ccccc3c2)[nH]1 (stereo not drawn),nt,7,-7,-17,3,-3,3.0,-4,nt
CC(=O)Nc1ccccc1C(=O)C(=O)Nc1ccccc1,-7,8,3,-7,10,-11,0.1,-4,2
Cn1nc(C(=O)NCC(c2cccs2)N2CCOCC2)c2ccccc2c1=O (stereo not drawn),-15,2,3,-1,-15,-11,0.1,-5,1
O=C(COC(=O)c1cc([N+](=O)[O-])ccc1NCc1ccccc1Cl)NCC(F)(F)F,-17,0,5,-15,5,-4,0.1,-5,-7
CC(Oc1cccc(Cl)c1)C(=O)N(C)CC(=O)Nc1ccc(N2CCOCC2)cc1 (stereo not drawn),-11,1,7,5,-14,-4,0.7,0,-2
O=C(Nc1ccccc1Cl)C1CCN(S(=O)(=O)c2cccc3nonc23)CC1,5,2,-12,1,5,7,0.7,-2,-11
NC(=O)C[N+]1(CC#CC(O)(c2ccccc2)c2ccccc2)CCCC1,-6,1,5,-24,92*,-8,-0.1,-13,-2
CCOC(=O)CN(c1cc([N+](=O)[O-])ccc1OC)S(C)(=O)=O,-5,1,7,7,2,3,0.1,-4,-6
Cc1ncc(C[n+]2csc(CCOC(=O)C34CC5CC(CC(C5)C3)C4)c2C)c(N)n1,2,2,-4,0,9,3,0.2,-15,3
O=C(N/N=C/c1ccc(F)cc1)c1cc(-c2ccccn2)nc2ccccc12,nt,2,4,8,-7,3,0.5,-3,nt
Cc1ccc(NC(=O)CN2C(=O)NC(C)(CC(C)C)C2=O)cc1F (stereo not drawn),-16,1,19,4,-12,-12,0.6,-3,-2
C/C(=N/NC(=O)c1ccc2c(c1)OCO2)c1ccc(Br)s1,-11,5,11,-4,-4,3,-0.1,-9,-4
O=C(Nc1nnc(C2CC2)s1)c1cc(S(=O)(=O)N2CCCCC2)ccc1N1CCOCC1,-21,3,17,-16,-2,-4,2.4,-4,-3

# 3 entries from above, sorted by SMILES length, falling.
SMILES,CHO parental Ca,TAAR1 ag,CHO-K1 Ca PAM,TAAR1 antagonist,M1 antag,CHO-K1 Ca antag,CHO-K1 Ca ag,M1 ag,OXTR potentiate
Cc1ncc(C[n+]2csc(CCOC(=O)C34CC5CC(CC(C5)C3)C4)c2C)c(N)n1,2,2,-4,0,9,3,0.2,-15,3
CC(C)(C)C(=O)N1CCN(c2nc3ccccc3o2)CC1,3,1,-7,-30,-2,-3,0.6,-3,0
CC(=O)Nc1ccccc1C(=O)C(=O)Nc1ccccc1,-7,8,3,-7,10,-11,0.1,-4,2

# Remaining list, next part
SMILES,CHO parental Ca,TAAR1 ag,CHO-K1 Ca PAM,TAAR1 antagonist,M1 antag,CHO-K1 Ca antag,CHO-K1 Ca ag,M1 ag,OXTR potentiate
COc1ccc2nc(Nc3nc(C)c(CCC(C)C)c(=O)[nH]3)nc(C)c2c1,-14,6,11,7,0,-1,0.1,-3,-2
CCCSc1nc2sc3c(c2c(=O)[nH]1)CCN(Cc1ccccc1)C3,1,nt,21,nt,-8,-2,3.1,4,-8
CCCn1c(SCC(=O)N2CCN(c3ccccc3)CC2)nc2ccccc2c1=O,-43,3,19,-22,-5,-1,0.1,-4,-2
CC(C)(/C=N/O)/[N+]([O-])=C/c1ccco1,13,9,2,-8,-4,-3,-0.2,-3,-14
CCN1C[C@@H]2[C@@H]3C(=O)N(Cc4ccccc4)C(=O)[C@@H]3[C@](C)(C1=O)N2C(=O)c1ccc(Cl)cc1,nt,8,23,4,-4,-19,0.7,-3,nt
Cn1ccc2c(-c3ccc(CO)cc3)cc3c(c21)C1CCC3C1 (stereo not drawn),nt,4,8,-25,-9,13,-0.3,-6,nt
CN(Cc1ccccc1)C(=O)COc1ccc(C(C)(C)C)cc1,-1,2,11,-7,-1,-10,-1.1,-2,-3
COc1ccccc1N1CCN(S(=O)(=O)c2ccc3c(c2)NC(=O)C(C)S3)CC1 (stereo not drawn),-10,4,-2,18,9,-2,8.6,-4,-12
COc1ccc(C2C(C#N)=C(N)Oc3cc(O)ccc32)cc1OC (stereo not drawn),-3,1,17,4,-7,-15,0.3,-1,-6
COc1ccc(C2c3ccc4ccccc4c3Oc3ncn(CCO)c(=N)c32)cc1 (stereo not drawn),-17,nt,2,nt,-5,1,2.1,-4,-15
CC(O)(c1cccnc1)c1nc(-c2ccc3c(c2)OCO3)cs1 (stereo not drawn),nt,1,19,6,-6,-9,6.7,3,nt
O=C(NCCCN1CCOCC1)c1cc2nc(-c3ccco3)cc(C(F)(F)F)n2n1,8,3,-5,-9,7,4,-0.2,-3,-6
COc1ccc(/C=N/N2C(=O)C3C4C=CC(C4)C3C2=O)cc1[N+](=O)[O-] (stereo not drawn),6,1,-5,-3,12,-3,0.1,-3,6
O=C(CCc1ccccc1Cl)NC1CCCN(c2ccc(C(F)(F)F)cn2)C1 (stereo not drawn),-23,0,-1,-10,-5,3,-0.4,-1,-11
O=C(O)C1C2CCC(C2)C1C(=O)Nc1nc2ccccc2s1 (stereo not drawn),1,19,2,-8,-14,2,-0.1,-3,-16
COc1ccc(CN2CCNC(=O)C2CC(=O)N(C)Cc2nccn2C)cc1OC (stereo not drawn),5,2,-2,-10,-22,-15,1.2,-2,-6
O=C(CNS(=O)(=O)c1ccc(F)c(Cl)c1)N1CCCCCC1,-11,1,15,-7,2,1,2.0,-8,-11
CN1CCCC(OC(=O)c2ccc(C(C)(C)C)cc2)C1 (stereo not drawn),-3,3,7,-13,2,-5,1.1,-8,-5
Cc1ccc(SCCN2CCN(Cc3ccccc3)CC2)cc1,-23,-1,10,-19,-7,6,-0.6,-8,-10
Cc1c(C(=O)NCc2ccccc2C(F)(F)F)sc(=O)n1Cc1ccc(Cl)c(Cl)c1,nt,0,24,-4,-1,-17,2.1,-6,nt
N#Cc1c(N)nc(SCc2ccncc2)c(C#N)c1-c1cccs1,7,30,-1,11,7,2,6.1,-5,-12
Cn1cccc1/C=N\NC(=O)Cc1ccc(Br)c2ccccc12,-7,7,2,8,15,12,3.0,-4,-14
CCc1nc2ccccc2n(CCOCCOCCn2c(=O)c(CC)nc3ccccc32)c1=O,1,4,19,-3,1,-13,0.6,-5,-10
CC1CCN(C(=O)CN2C(=O)C(=O)N(C)C2=O)c2ccccc2S1 (stereo not drawn),-11,6,17,-6,3,-10,0.4,-2,-4
COC(=O)c1c(C)oc2c1cc(NS(=O)(=O)c1ccc(C(=O)O)cc1)c1ccccc12,-4,0,6,-16,2,-1,0.4,-2,-2

# Following part:
SMILES,CHO parental Ca,TAAR1 ag,CHO-K1 Ca PAM,TAAR1 antagonist,M1 antag,CHO-K1 Ca antag,CHO-K1 Ca ag,M1 ag,OXTR potentiate
COc1ccccc1NC(=O)Oc1ccc(NC(=O)c2ccco2)cc1,-13,9,12,7,-17,-5,1.0,-2,-3
COC1=CC(=O)OC(c2ccc(OC)cc2)C1 (stereo not drawn),nt,0,12,-3,-4,-8,0.1,-3,nt
CC1(C(=O)NS(=O)(=O)c2ccccc2C(F)(F)F)CCN1C(=O)c1cccc(F)c1 (stereo not drawn),nt,3,9,-5,-16,-7,0.5,3,nt
O=C(CSc1ccccn1)N1CCCC(Nc2ccc(F)c(F)c2)C1 (stereo not drawn),-12,2,0,-5,-2,-6,1.5,-3,-13
CCOC(=O)c1c(NC(=O)C2CC(Cl)=CCC2C(=O)O)sc2c1CC(C)(C)OC2 (stereo not drawn),-7,0,1,2,8,23,-0.6,-6,-15
COC(=O)c1ccc(N2C(=O)c3cc(N4CCOCC4)c([N+](=O)[O-])cc3C2=O)cc1,0,6,-3,-7,2,-1,0.0,-6,-3
COc1ccc(C(=O)N2CCCC(CO)(Cc3ccccc3C)C2)o1 (stereo not drawn),-13,9,-16,-26,8,6,0.5,-4,-10
CSC1=NSC2=NC(=O)/C(=C\c3ccc(OC(=O)c4ccco4)cc3)C(=N)N12,-12,2,11,-22,-4,-14,0.5,-3,-9
CC(=O)c1ccc(NC(=O)C2CCCN2S(=O)(=O)c2ccc(C)cc2)cc1 (stereo not drawn),-12,1,13,-15,-8,0,1.3,-3,1
Cc1ccc(O)c(N=Nc2nccs2)c1,-25,12,29,-30,-8,-11,0.6,-3,-2
O=C(O)C1CCC(C(=O)O)O1 (stereo not drawn),nt,0,1,2,-7,-6,-0.3,0,nt

# Screening data as filed in PubChem.
